Screening data from PubChem.
EPAC2 agonist: EPAC2 (human) agonism; Q8WZA2; EPAC2 activation, biochemical qHTS; response scale: 100% = 6.5 mM cAMP response; Potency, µM (highest dose often 154 µM), for the others: at the highest dose activation, hits mostly activators; actives 0.079% (n = 360,000); AID 720711; also: nearly all actives have a fitted effect of over 50% in size
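Readout is BODIPY fluorescence (480 nm excitation, 540 nm emission), which falls as labeled GDP is exchanged off Rap1B. EPAC2 at 100 nM acted on 250 nM RAP1B-BODIPY-GDP with 50 uM GDP present.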
EPAC2 antagonist: antagonists of human EPAC2 | Q8WZA2 | EPAC2 GEF exchange of Rap1B-BODIPY-GDP, fluorescence | Potency, µM (doses to about 114 µM), inactives show at the highest dose activity, negative = inhibition, usual class: inhibitors | actives 0.18% (n = 360,000); also: % is scaled to controls: 0 for no effect and ±100 for the full control effect; nearly all actives have a fitted effect of over 45% in size; many of its hits are not listed in these tables
FUS yeast rescue: suppressors of FUS proteinopathy in yeast | S. cerevisiae FUS-expressing, growth rescue, OD600, 24 h | Potency, µM (doses to about 76.6 µM), for inactives: top-dose growth rescue (activation), usual class: activators | actives 0.24% (n = 390,000);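 also: plate controls were DMSO vehicle for no effect and reference control for full effect; nearly all actives have a fitted effect of over 55% in size; some results filed as inactive show a strong effect at the top dose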
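Read-out: OD at 600 nm after 24hr at 30C, reporting rescue of FUS-induced yeast toxicity. Cells at OD 0.005 in galactose (2%) minimal medium; compounds tested in a dilution series; CP55940 titration from 92uM final as control.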
EPAC1 antag: EPAC1 (human) antagonism | O95398 | EPAC1 GEF assay, Rap1b-BODIPY-GDP exchange fluorescence | Potency, µM (top dose mostly 115 µM), without a hit: at the top dose activity change, negative = inhibition, most hits filed as inhibitors | actives 0.14% (n = 360,000);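 also: plate controls were vehicle for no effect and positive control for full effect; nearly all actives have a fitted effect of over 50% in size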
Target sequence (O95398 whole entry, looked up): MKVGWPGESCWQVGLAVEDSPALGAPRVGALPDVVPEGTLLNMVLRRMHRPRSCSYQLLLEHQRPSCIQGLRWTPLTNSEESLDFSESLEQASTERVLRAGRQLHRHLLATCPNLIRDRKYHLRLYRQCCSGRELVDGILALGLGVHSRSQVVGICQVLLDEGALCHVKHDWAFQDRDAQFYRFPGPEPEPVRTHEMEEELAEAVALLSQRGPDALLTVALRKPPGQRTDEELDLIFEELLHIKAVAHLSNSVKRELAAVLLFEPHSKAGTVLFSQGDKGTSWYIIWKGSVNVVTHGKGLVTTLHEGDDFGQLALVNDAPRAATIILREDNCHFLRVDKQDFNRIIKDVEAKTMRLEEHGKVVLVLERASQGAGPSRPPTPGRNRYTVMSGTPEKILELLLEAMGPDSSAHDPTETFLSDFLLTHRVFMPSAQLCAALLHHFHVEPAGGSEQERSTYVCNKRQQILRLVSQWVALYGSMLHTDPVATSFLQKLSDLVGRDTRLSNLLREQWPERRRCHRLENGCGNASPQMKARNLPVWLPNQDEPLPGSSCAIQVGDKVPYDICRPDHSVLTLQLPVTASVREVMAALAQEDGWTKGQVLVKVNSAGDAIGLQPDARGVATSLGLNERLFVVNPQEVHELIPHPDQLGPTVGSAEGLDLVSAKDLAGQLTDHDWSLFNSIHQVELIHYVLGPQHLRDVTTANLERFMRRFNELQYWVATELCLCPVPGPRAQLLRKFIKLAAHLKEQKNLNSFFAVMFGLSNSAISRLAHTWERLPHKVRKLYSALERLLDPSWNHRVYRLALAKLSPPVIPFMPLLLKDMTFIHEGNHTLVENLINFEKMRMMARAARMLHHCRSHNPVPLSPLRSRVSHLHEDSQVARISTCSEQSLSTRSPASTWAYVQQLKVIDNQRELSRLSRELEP
aSyn rescue: rescues yeast growth from alpha-synuclein toxicity | actives 0.14% (n = 370,000) | Yeast expressing alpha-synuclein, growth rescue, BacTiter-Glo, 24 h | Potency, µM (highest dose often 46.1 µM), inactives show at the highest dose growth rescue (activation), usual class: activators; also: % of control where 0% means no effect; nearly all actives have a fitted effect of over 65% in size
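Rescue of yeast growth: cells expressing toxic alpha-synuclein, induced in galactose at OD600 0.02, incubated with compound 24 h at 30 C. ATP luminescence quantified growth; inhibitors of toxicity appear as activators.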
PTHR1 ag: PTHR1 (human) receptor agonism; HEK293 GP2 PTHR1 cells, GloSensor cAMP luminescence, 1 h; AID 743266; actives 0.075% (n = 410,000); Q03431; Potency, µM (doses to about 115 µM), for the others: top-dose activation, hits mostly activators; also: nearly all actives have a fitted effect of over 55% in size; some results filed as inactive show a strong effect at the top dose; inactives centre near -15; many of its hits are not listed in these tables
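HEK-293-derived GP2 cells expressing PTHR1 and a GloSensor cAMP reporter, 3,000/well, plated overnight, given luciferin plus IBMX (each 0.5 mM as added) for 1 h at 37 °C, then compound for 1 h at 37 °C. Luminescence was read after 15 min at room temperature.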
TDP-43 yeast inh: TDP-43 toxicity inhibition in yeast. actives 1.8% (n = 410,000). TDP-43 expressing yeast growth rescue, BacTiter-Glo, 24 h. Potency, µM (highest dose often 46.1 µM), for the others: at the highest dose growth rescue (activation), actives largely listed as activators; also: % of control where 0% means no effect; nearly all actives have a fitted effect of over 50% in size
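Readout is BacTiter-Glo luminescence of cell growth, so inhibitors register as activators. TDP-43-expressing yeast at OD600=0.02 in galactose medium, after raffinose pregrowth to mid-log, were incubated with compound for 24 hr at 30 deg C.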
EPAC1 ag: agonists of human EPAC1; EPAC1 agonist qHTS, biochemical assay; response scale: 100% = response to 6.5 mM cAMP; Potency, µM (top dose mostly 154 µM), for inactives: at the top dose activation, most hits filed as activators; actives 0.073% (n = 360,000); also: nearly all actives have a fitted effect of over 60% in size
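Compounds were pinned as a concentration titration into mixtures of EPAC1 (100 nM), BODIPY-GDP-loaded Rap1B (250 nM) and GDP (50 uM). After 5 min at room temperature, fluorescence was followed for 30 min; activity was scaled to 6.5 mM cAMP.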
Numbers without * were called inactive; i = inactive; u = inconclusive; x = not tested or not shown; [ ] = another dose, or the depositor's remark. Calls follow the shape of the dose curve; as a rule, active = well fitted curve in the direction sought with a large enough effect; inconclusive = small, poorly fitted or top-dose-only effect, or another doubt; inactive = no such curve, though single readings can be large; an effect the other way counts as inactive or inconclusive. Potency is read from the fitted curve at half-maximal effect. Some of the compounds tested; rates above refer to the full screens.

Molecule,EPAC2 agonist,EPAC2 antagonist,FUS yeast rescue,EPAC1 antag,aSyn rescue,PTHR1 ag,TDP-43 yeast inh,EPAC1 ag
CC(=O)c1ccc(NC(=O)c2ccc3nc(-c4ccco4)c(-c4ccco4)nc3c2)cc1,0%,-6%,u,u,3%,-17%[57.5 µM],0%,12%
CS(=O)(=O)N1CCN(CCN2C(=O)c3cccc4cccc(c34)C2=O)CC1,24%,-7%,-3%,-2%,-3%,-10%,4%[9.22 µM],2%
O=C(C1CC(=O)N(c2ccc(Br)cc2)C1)N1CCCC1 (centres undefined),0%,7%,1%,-12%,3%,i,8%,4%
O=C(N/N=C/c1ccccc1)c1[nH]ncc1Br,6%,0%,10%,-3%,1%,0%,-3%,8%
COc1ccccc1OCC(O)CN1C(=O)NC(C)(C)C1=O (centres undefined),5%,-8%,-24%,-1%,2%,i,15%,23%
Cc1ccc(S(=O)(=O)NC(=O)C2(C)CCN2C(=O)C2CCCCC2)nc1 (centres undefined),7%,1%,-24%,-3%,5%,i,24%,6%
CC(C)Cn1c(N)c(C(=O)COC(=O)C2CCCCC2)c(=O)n(C)c1=O,9%,-1%,17%,-7%,0%,-4%[57.5 µM],13%,1%
COC(=O)CCC(=O)OC1(C)C(=O)C2=CN(Cc3ccccc3)C(c3ccc(OC)cc3)=CC2=C(Br)C1=O (centres undefined),-5%,0%,37%,8%,10%,6%,-45%[inhibitor],1%
CCc1ccc(NC(=O)COc2ccc(Br)cn2)cc1,5%,0%,-5%,-4%,-2%,7%,3%,-5%
C=CCN(CC=C)CCOc1cc(C)ccc1[N+](=O)[O-],0%,-11%,22%,-9%,-1%,i,-3%,5%
CC(=O)c1cccc(NC(=O)NC2CC3CCCC(C2)N3CC(C)C)c1 (centres undefined),-3%,-2%,-4%,-5%,2%,i,3%,3%
O=C(O)c1cc2nc(C3CC3)cc(C(F)(F)F)n2n1,3%,7%,-20%,-5%,7%,u,3%,8%
O=C(CNCC1CCCO1)Nc1ccccc1N1CCCCCC1 (centres undefined),6%,1%,-8%,-21%,0%,-42%[inhibitor][57.5 µM],-1%,2%
CCOc1ccc(NC(=O)CN(C)C(=O)C2CCN(C(=O)Nc3ccccc3)CC2)cc1OCC,4%,1%,-2%,8%,1%,-15%,2%,-11%
Cc1c(N)c(=O)n(-c2ccccc2)n1C,2%,-17%,-32%,2%,-1%,-17%,8%,7%
Cc1ccc(NC(=O)c2cccc(S(=O)(=O)N3CCN(c4ccccc4)CC3)c2)nc1,5%,8%,2%,-15%,1%,-31%[inhibitor],-19%,3%
Cn1c(=O)[nH]c(=O)c2[nH]c(CN3CCN(C(=O)c4ccco4)CC3)nc21,14%,0%,25%,3%,2%,i,24%,11%
O=C(NCCc1nc2ccccc2[nH]1)Nc1ccccc1,1%,-1%,15%,-3%,1%,-7%[57.5 µM],-2%,6%
O=C(O)c1ccc(CSc2nc3ccccc3[nH]2)cc1,2%,8%,-6%,-2%,-2%,-41%[inhibitor],-21%,-6%
Cc1cc(Br)ccc1NC(=O)CN1C(=O)C2CC=CCC2C1=O (centres undefined),5%,-9%,-10%,u,1%,i,15%,4%
CCCCCCCN1CCC(=O)N(CCO)CC1,-5%,-8%,-20%,8%,-5%,-12%,-3%,-13%
CC(C)OP(=O)(OC(C)C)C(O)c1ccc(N(C)C)cc1 (centres undefined),-8%,4%,12%,5%,4%,i,-19%,-6%
O=C(O)CSc1nnnn1-c1ccc2c(c1)OCCO2,6%,5%,8%,1%,-3%,0%[57.5 µM],-1%,2%
C=CC[C@H]1Cc2c(cccc2[N+](=O)[O-])[C@H](CC=C)N1,-11%,1%,8%,-2%,2%,-1%,-14%,-1%
CCOC(=O)N(C)C[C@H]1OCc2cnnn2CCCC(=O)N([C@@H](C)CO)C[C@H]1C,7%,-6%,-29%,-22%,0%,-17%,7%,11%
Cc1ccc(-n2ncc(C(=O)NCC3CCN(C4CCCC4)C3)c2C2CCN(C(=O)OC(C)(C)C)CC2)cc1C (centres undefined),-1%,6%,38%,-5%,2%,i,6%,-20%
C=CCn1nnnc1SCC(=O)Nc1cccc(C(F)(F)F)c1,7%,-2%,10%,1%,7%,i,24%,1%
COC(=O)COc1ccc(C(C2C(=O)CC(C)(C)CC2=O)C2C(=O)CC(C)(C)CC2=O)cc1,0%,1%,10%,-12%,-9%,i,-6%,4%
O=C(NCc1nnc(SCC(=O)N2CCN(c3ccccc3)CC2)o1)c1ccc(F)cc1,5%,15%,x,15%,-1%,-81%[inhibitor],0%,2%
Cc1ccc(Cn2c(O)c(N=NC(=S)Nc3ccccc3F)c3ccccc32)cc1,3%,0%,3%,-8%,9%,-7%,18%,7%

Limited to EPAC2 antagonist and TDP-43 yeast inh (three entries from above):
SMILES | EPAC2 antagonist | TDP-43 yeast inh
CS(=O)(=O)N1CCN(CCN2C(=O)c3cccc4cccc(c34)C2=O)CC1 | -7% | 4%[9.22 µM]
O=C(C1CC(=O)N(c2ccc(Br)cc2)C1)N1CCCC1 (centres undefined) | 7% | 8%
O=C(N/N=C/c1ccccc1)c1[nH]ncc1Br | 0% | -3%

2 entries from above, with values under each structure:
Below each compound: EPAC2 agonist	EPAC2 antagonist	FUS yeast rescue	EPAC1 antag	aSyn rescue	PTHR1 ag	TDP-43 yeast inh	EPAC1 ag
> Cc1c(N)c(=O)n(-c2ccccc2)n1C
  2%	-17%	-32%	2%	-1%	-17%	8%	7%
> Cc1ccc(NC(=O)c2cccc(S(=O)(=O)N3CCN(c4ccccc4)CC3)c2)nc1
  5%	8%	2%	-15%	1%	-31%[inhibitor]	-19%	3%

(cont.)
Molecule,EPAC2 agonist,EPAC2 antagonist,FUS yeast rescue,EPAC1 antag,aSyn rescue,PTHR1 ag,TDP-43 yeast inh,EPAC1 ag
CN(C)c1ccc(C=NNc2nc3c([nH]2)c(=O)n(C)c(=O)n3C)cc1,15%,2%,10%,-8%,-2%,i,-14%,3%
Cc1cc(C)cc(NC(=O)CCc2nc3sc4c(c3c(=O)[nH]2)CCCC4)c1,-9%,12%,12%,-13%,5%,i,9%,-10%
O=C(CN1CCC(O)(c2ccc3c(c2)OCO3)CC1)OC1CCCCC1,1%,5%,3%,11%,-1%,-43%[inhibitor][57.5 µM],-5%,-1%
COc1ccccc1C1CC(=O)Nc2c1c(=O)n(C)c(=O)n2C (centres undefined),8%,-12%,-15%,-4%,-1%,i,25%,-5%
N#Cc1cccc(NC(=O)COC(=O)C2CCC2)c1,9%,22%,11%,-1%,-5%,-3%,-16%,10%
Cc1ccc(NC(=O)CSCC(=O)O)cc1,0%,35%[activator],-24%,-10%,-7%,-13%,-19%,-12%
CCCCCCC(O)(c1ccc(OC)cc1)C(CN1CCOCC1)c1ccccc1 (centres undefined),-1%,-19%,20%,u,-12%,-35%[inhibitor],-35%[inhibitor],-19%
COc1ccc(N2C[C@H](C)[C@@H](CC(=O)Nc3ccc(Br)cc3)C2=O)cc1,10%,-1%,-22%,-6%,0%,i,0%,-7%
O=C(COC(=O)C1CC2C=CC1C2)Nc1cccc(S(=O)(=O)N2CCOCC2)c1 (centres undefined),11%,6%,11%,-19%,1%,-21%,-9%,-12%
COc1ccccc1OCCNC(=O)CCS(=O)(=O)c1ccccc1,-11%,9%,x,0%,-1%,i,12%,10%
CC(=O)c1ccc(N2CCN(C(=O)c3ccc4[nH]c(C)c(C)c4c3)CC2)cc1,0%,-10%,24%,u,7%,-92%[inhibitor],u,-10%
CN(Cc1ccccc1)C(=O)c1nc2ccccn2c1CNCCOc1cccnc1,14%,-1%,7%,-1%,-7%,i,-7%,0%
O=[N+]([O-])c1ccc(Cc2nnc(-c3ccccc3Cl)o2)cc1,9%,5%,1%,-22%,1%,-16%,2%,2%
Cc1cccc(NC(=O)COC(=O)c2cc(C)oc2C)c1,-2%,-2%,5%,-6%,6%,-8%,6%,-1%
O=C(CN1C(=O)NC2(CCCCCC2)C1=O)Nc1cccc(F)c1,-1%,0%,-3%,-15%,0%,i,13%,3%
COc1ccccc1N1CCN(C(=O)c2ccc3c(Cl)c4c(nc3c2)CCCC4)CC1,-1%,-14%,u,-4%,1%,i,20µM*,-11%
C[C@H]1CN([C@@H](C)CO)C(=O)CCCn2nncc2CO[C@H]1CN(C)S(=O)(=O)c1ccc2c(c1)OCCCO2,-6%,-11%,15%,6%,3%,-10%,0%,12%
OCCN(Cc1ccccc1)Cc1ccc(Cl)cc1,11%,2%,-1%,10%,-1%,i,-4%,-1%
Cc1ccc(-c2nnc(SCC(=O)NC3CCCC3)n2N)cc1,0%,21%,4%,8%,2%,i,-8%,-2%
CC1(c2ccc(OC(F)F)cc2)NC(=O)N(/N=C/c2c(O)ccc3ccccc23)C1=O (centres undefined),-3%,15%,19%,-16%,15%,-4%,-51%[inhibitor],14%
CCOc1ccc(/C=C2/SC(=O)NC2=S)cc1,2%,0%,x,0%,-10%,-16%,4%,-10%
C=C1CCC[C@]2(C)C[C@H]3OC(=O)C(CN[C@@H](C)c4ccccc4)[C@H]3CC12 (some centres undefined),-1%,-4%,8%,-3%,4%,i,4%,10%
COc1ccc2c(CC(=O)Nc3nc(C)cs3)coc2c1,-2%,-2%,29%,-6%,-17%,-50%[inhibitor],13µM*,5%
CN(C)C(=O)CCc1ccc2c3c([nH]c2c1)[C@]1(CCc2ccccc2)[C@@H](C(=O)N2CCCCC2)C[C@H](CC(=O)NC(C)(C)C)C(=O)N1CC3,9%,-6%,u,5%,-2%,13%,6%,-14%
Cn1c(=O)c([N+](=O)[O-])c(NCC2CCCO2)c2ccccc21 (centres undefined),0%,-1%,-22%,3%,-1%,i,25%,17%
COc1cccc(CN(C)C(=O)CCNC(=O)c2ccc(Br)cc2)c1,6%,u,x,-13%,10%,-21%,-37%[inhibitor],0%
CCCCNC(=O)c1onc(CSc2cccc(OCC)c2)c1C(=O)O,6%,-15%,-6%,22%,-5%,-6%,-9%,-18%
CN(Cc1ccccc1)C(=C(Cl)Cl)C(=C1NCCN1)[N+](=O)[O-],12%,5%,4%,-1%,-1%,i,12%[9.22 µM],11%
Cc1ccc(C(C)NC(=O)C2CCCO2)cc1C (centres undefined),-1%,-11%,-3%,-16%,-9%,-23%,-1%,1%
CCn1c(SCC(=O)c2cc(OC)ccc2OC)nnc1C(C)C,-7%,5%,12%,1%,-2%,-15%[57.5 µM],4%,-2%
